Source: PubChem BioAssay (several laboratories)
TWEAK Fn14 block: inhibitors of TWEAK-Fn14 interaction signaling. TWEAK-stimulated Fn14 reporter cells, luciferase luminescence, 8 h. hit rate 2% among 360,000. inhibition, % at 10 µM; in the data active means inhibition above about 50%
SRC2 inh: human SRC2 (NCOA2) inhibition; Q15596; HEK293 GAL4-SRC2 luciferase reporter, luminescence; inhibition, % at 9 µM; hit rate 0.17% among 370,000; AID 651957;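 active means inhibition above the mean inhibition of all tested compounds plus 3 SD, set per campaign, cut at about 52% in these data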;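 further: 0% = DMSO treated cells and 100% = cells given Gossypol at 36 µM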
NR5A2 inv ag: inverse agonists of human LRH-1 (NR5A2) | inhibition, % at 3.6 µM | hit rate 0.13% among 360,000 | O00482 | HEK293T StAR-luciferase reporter, LRH-1 transfected, 24 h;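 active means inhibition above the mean inhibition of all tested compounds plus 3 SD, cut at about 73% in these data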;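 further: 0% = DMSO wells and 100% = reporter-only cells lacking LRH-1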
NCOA3 inh: inhibits human SRC3 coactivator; Q9Y6Q9; HEK293 GAL4-SRC3 luciferase reporter, luminescence; inhibition, % at 3.6 µM; hit rate 0.17% among 360,000; AID 588352;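 active means inhibition above a per-campaign cutoff, the mean of all compounds plus 3 SD, cut at about 60% in these data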;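 further: 0% = DMSO-treated cells and 100% = gossypol-treated cells at 36 µM; higher means less SRC3-driven luciferase light from the GAL4 reporter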
NR2F2 inh: blocks human COUP-TFII nuclear receptor; inhibition, % at 8.6 µM; HEK293T NGFI-A luciferase reporter, luminescence; AID 686940; hit rate 0.7% among 370,000; P24468;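 active means inhibition above a per-plate cutoff, mean inhibition of test wells between control levels plus 3 SD, cut at about 38% in these data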;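 further: cells cotransfected with COUP-TFII expression vector driving the NGFI-A reporter; 0% = median of COUP-TF2 test wells and 100% = reporter-only cells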
TROY NFkB inh: TROY signaling inhibition. Q293 LMP1-TROYcd NF-kB luciferase reporter, 4 h. inhibition, % at 10 µM. hit rate 0.98% among 360,000. AID 1347056;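 active means compounds whose plate-normalised and pattern-corrected inhibition of the luciferase reporter signal at the single screening dose is 50% or more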
ABHD5-PLIN5 inh: blocks binding of human ABHD5 to perilipin-5. inhibition, % at 4 µM. hit rate 0.78% among 360,000. Q00G26+Q8WTS1. Split G. princeps luciferase complementation, luminescence, 4 h;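 active means inhibition above the mean inhibition across every tested compound plus 3 SD, cut at about 22% in these data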;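 further: 0% = DMSO only wells and the 100% control is not disclosed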
Target sequence (Q00G26 whole entry, looked up): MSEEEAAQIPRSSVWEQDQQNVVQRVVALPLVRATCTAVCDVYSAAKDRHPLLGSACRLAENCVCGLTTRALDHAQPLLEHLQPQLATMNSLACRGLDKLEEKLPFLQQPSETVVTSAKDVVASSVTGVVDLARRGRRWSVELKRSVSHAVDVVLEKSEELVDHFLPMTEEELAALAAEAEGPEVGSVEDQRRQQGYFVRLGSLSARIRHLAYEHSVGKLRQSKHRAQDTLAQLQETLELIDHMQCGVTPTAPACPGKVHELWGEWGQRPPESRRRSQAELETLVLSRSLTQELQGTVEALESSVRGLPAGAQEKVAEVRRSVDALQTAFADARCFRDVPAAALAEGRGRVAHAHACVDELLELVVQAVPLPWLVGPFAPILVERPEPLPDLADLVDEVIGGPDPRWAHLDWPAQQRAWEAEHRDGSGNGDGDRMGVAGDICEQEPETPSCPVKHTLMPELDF
Target sequence (Q8WTS1 whole entry, looked up): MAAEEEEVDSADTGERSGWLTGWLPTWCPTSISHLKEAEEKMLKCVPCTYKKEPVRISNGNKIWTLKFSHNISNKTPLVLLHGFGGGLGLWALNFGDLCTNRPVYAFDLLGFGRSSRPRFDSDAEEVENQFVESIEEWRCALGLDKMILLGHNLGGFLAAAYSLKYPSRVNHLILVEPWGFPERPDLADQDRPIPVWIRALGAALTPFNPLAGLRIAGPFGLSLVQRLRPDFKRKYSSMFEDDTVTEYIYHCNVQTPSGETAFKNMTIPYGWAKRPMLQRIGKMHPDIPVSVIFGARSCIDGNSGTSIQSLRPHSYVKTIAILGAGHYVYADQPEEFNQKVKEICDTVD
NOD2-RIPK2 inh: NOD2-RIPK2 protein interaction inhibition; O43353; CHO BLA complementation NOD2-RIPK2, CCF4 ratio; inhibition, % at 4.98 µM; hit rate 0.38% among 360,000; AID 624267; in the data active means inhibition above about 21%;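 further: 0% = vehicle only and 100% = reference blocker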
SRC1 inh: inhibitors of human steroid receptor coactivator 1 (SRC1) | AID 588354 | Q15788 | inhibition, % at 3.6 µM | hit rate 0.12% among 360,000 | HEK293 GAL4-SRC1 luciferase reporter, luminescence;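 active means inhibition above the campaign mean plus 3 SD, with each screening campaign given its own cutoff, cut at about 60% in these data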;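 further: 0% = DMSO treated cells and 100% = gossypol at 36 µM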
Exocytosis inh: blocks lytic granule exocytosis. TALL-104 LAMP-1 surface exposure, flow cytometry; cells stimulated with thapsigargin and PMA. hit rate 0.66% among 360,000. inhibition, % at 10 µM;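 active means inhibition above about 55%, limit read from the data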
TLR9-MyD88 inh: blocks human TLR9 binding to MyD88; Q9NR96+Q99836; CHO BLA complementation TLR9-MyD88, CCF4 FRET ratio; inhibition, % at 4.98 µM; hit rate 0.21% among 340,000; AID 504734;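 active means inhibition above the mean over all tested compounds plus 3 SD, cut at about 21% in these data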;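 further: 0% = DMSO only wells and 100% = clavulanate BLA inhibitor control wells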
* hit, by the source's call; . = no result given; & = joins results of further samples. The list is partial; the hit share may differ from the screen's.

cpd	SMILES	TWEAK Fn14 block	NOD2-RIPK2 inh	NR2F2 inh	Exocytosis inh	ABHD5-PLIN5 inh	SRC1 inh	NR5A2 inv ag	NCOA3 inh	TLR9-MyD88 inh	TROY NFkB inh	SRC2 inh
1	O=C(CSc1nn(-c2ccc(F)cc2)c(=S)s1)N1CCN(C(=O)c2ccco2)CC1	-6	1	9	-2	-2	6	-22	-4	-7	15	-26
2	CCN(CC)CCNC(=O)c1ccc(NC(=O)c2ccc(S(=O)(=O)N(C)c3ccccc3OC)cc2)cc1	18	1	7	2	7	0	-8	5	-1	-3	5
3	Cc1cccc(OCC(O)CN2CCNCC2)c1 (stereo unspecified)	1	0	8	2	3	-1	-1	4	-3	7	2
4	CC1(C)CC(=O)c2sc(NS(=O)(=O)c3ccccc3)nc2C1	0	-2	7	2	-5	-11	3	0	-5	10	-13
5	Cc1nn(C(=O)c2cc([N+](=O)[O-])ccc2Cl)c(C)c1Br	-20	-5	-13	-14	-4	-4	-23	-22	6	3	-6
6	O=C(COC(=O)/C=C/c1ccc(S(=O)(=O)N2CCc3ccccc32)cc1)NC1CCS(=O)(=O)C1 (stereo unspecified)	18	-10	9	-4	4	-73	7	2	-10	15	-5
7	O=C(CCOc1ccccc1)Nc1nnc(-c2ccc3c(c2)OCCO3)o1	-17	10	-1	-2	0	-31	-1	-7	7	-20	-7
8	CC1CCCN(C(=O)Cc2cn(Cc3cccc(Cl)c3)c3ccccc23)C1 (stereo unspecified)	35	-2	5	8	0	-3	-24	0	-8	37	17
9	CNS(=O)(=O)c1cccc(C(=O)OCC(=O)Nc2ccc(Cl)cn2)c1	17	-8	-3	-7	-4	4	8	6	-2	-13	24
10	CC(=O)Nc1cccc(/C(C)=N/NC(=O)c2ccc(O)cc2)c1	5	-11	-36	-5	-5	-37	-89	-13	-6	-7	-10
11	CCOC(=O)C1=C(C)NC(C)=C(C(=O)OCC)C1c1ccccn1	8&12	-2&-12	1&16	-5&3	-1&-2	0&-9	-15&1	3&9	7&-2	-14&-14	-1&-18
12	CCOC(=O)Cn1nc(-c2ccccc2)ccc1=O	1	-2	7	0	0	-20	-41	-107	2	-6	0
13	COc1ccccc1/C=N/NC(=O)c1c(-c2ccccc2)noc1C	-9	-5	2	-10	-6	16	-5	-9	-2	18	9
14	Cc1ccc(-n2nnnc2-c2ccccc2Br)cc1	-5	0	7	17	1	-2	49	11	.	12	1
15	CCOC(=O)C1=C(C)OC(N)=C(C#N)C1c1cccc(C)c1 (stereo unspecified)	16	-3	-9	-2	4	15	10	-6	-3	-8	-46
16	CSc1ncccc1C(=O)OCC(=O)N(C)Cc1ccc(C)cc1	-26	-6	14	-4	2	-13	-6	8	-6	-20	-15
17	CN1CCN(c2ccc(CNC(=O)C3Cc4c(-c5ccccc5)ccnc4O3)cc2)CC1 (stereo unspecified)	-8	-2	7	-3	5	-7	5	21	.	-3	-22
18	O=C(Nc1ccccc1)OCc1cncs1	-2	-7	-5	-6	2	-21	-18	-29	-3	-32	-15
19	COC(c1ccccc1)c1nnc(CCC(=O)NC2C3CC4CC(C3)CC2C4)o1 (stereo unspecified)	0	0	-13	2	-5	-4	10	-2	9	-20	-3
20	CCOC(=O)c1c(NC(=O)CSc2ncn[nH]2)sc(C(C)=O)c1C	-5	6	-11	-4	0	5	2	24	6	9	20
21	O=C(NCCSc1c[nH]c2ccccc12)c1ccc2c(c1)OCO2	3	1	-6	7	4	-7	6	-25	-2	-35	17
22	N/C(=N\OC(=O)CCC1CCCC1)c1ccncc1	-16	-12	25	-1	10	5	1	-2	7	-45	-13
23	O=C(NCCC1=CCCCC1)C(=O)NCC(c1ccco1)N1CCN(c2ccc(F)cc2)CC1 (stereo unspecified)	-14	1	-5	-8	-1	4	10	5	3	7	8
24	CCCSc1nc(NCc2ccco2)c2c3c(sc2n1)COC(C)(CC)C3 (stereo unspecified)	11	-11	9	2	1	-14	-4	3	-5	-38	9
25	Cc1cc(=O)oc(C)c1C(=O)Nc1ccc2ncccc2c1	-10	-10	16	-4	-4	-9	-4	0	-3	12	-24
26	O=c1c2cc(Br)ccc2[nH]c(=S)n1Cc1ccccn1	0	-10	-25	1	13	-14	-23	-3	-17	-20	-19
27	O=C(OCCO)c1cc(Cl)c(C(=O)OCCO)cc1Cl	-10	-2	5	2	4	-15	14	-3	6	-20	0
28	CN(CC(=O)Nc1c(Cl)cccc1Cl)C(=O)CCNS(=O)(=O)c1ccccc1C(F)(F)F	-1	0	-9	2	0	3	-11	11	9	-19	-28
29	CC(=O)Oc1cccc(N2C(=O)c3ccc(C(=O)Nc4c[nH]c(=O)[nH]c4=O)cc3C2=O)c1	-1	2	.	1	-7	2	10	-8	-3	13	.
30	O=C(NCc1ccccc1)C1CCC(CNc2c(N3CCCCC3)c(=O)c2=O)CC1 (stereo unspecified)	-21	-13	9	-5	2	-16	2	13	3	4	-8
31	O=C(Nc1ccc(Br)cc1)c1ccc(N2C(=O)C3CC=CCC3C2=O)cc1 (stereo unspecified)	-5	4	-21	-1	10	10	13	16	7	-6	-7
32	CCOC(=O)c1sc(NC(=O)c2cccc(S(=O)(=O)N(CC)CC)c2)cc1C	-35	0	-4	-1	-2	12	4	14	4	8	-8
33	CCOC(=O)NC(=O)CSc1nnnn1-c1ccc(C)cc1	3	-4	-8	4	1	-9	-15	-9	6	-14	-28
34	COC(=O)c1ccc(C)c(NC(=O)Cn2cnc3ccccc3c2=O)c1	3	-1	-6	4	1	-11	-5	22	1	-11	4
35	CC(=O)Nc1ccc(C(=O)N/N=C/C2CC3C=CC2C3)cc1 (stereo unspecified)	-1	-10	14	-5	3	-12	-4	8	11	0	4
36	N/C(=N\OC(=O)CCCCCN1C(=O)c2ccccc2C1=O)c1ccccc1	-9	0	8	-2	1	-15	-15	-40	2	11	-24

Limited to TROY NFkB inh and Exocytosis inh, for five of the compounds above:
item	compound	TROY NFkB inh	Exocytosis inh
35	CC(=O)Nc1ccc(C(=O)N/N=C/C2CC3C=CC2C3)cc1 (stereo unspecified)	0	-5
27	O=C(OCCO)c1cc(Cl)c(C(=O)OCCO)cc1Cl	-20	2
28	CN(CC(=O)Nc1c(Cl)cccc1Cl)C(=O)CCNS(=O)(=O)c1ccccc1C(F)(F)F	-19	2
25	Cc1cc(=O)oc(C)c1C(=O)Nc1ccc2ncccc2c1	12	-4
29	CC(=O)Oc1cccc(N2C(=O)c3ccc(C(=O)Nc4c[nH]c(=O)[nH]c4=O)cc3C2=O)c1	13	1

The main list resumes, repeating the 3 entries before the break.
cpd	SMILES	TWEAK Fn14 block	NOD2-RIPK2 inh	NR2F2 inh	Exocytosis inh	ABHD5-PLIN5 inh	SRC1 inh	NR5A2 inv ag	NCOA3 inh	TLR9-MyD88 inh	TROY NFkB inh	SRC2 inh
34	COC(=O)c1ccc(C)c(NC(=O)Cn2cnc3ccccc3c2=O)c1	3	-1	-6	4	1	-11	-5	22	1	-11	4
35	CC(=O)Nc1ccc(C(=O)N/N=C/C2CC3C=CC2C3)cc1 (stereo unspecified)	-1	-10	14	-5	3	-12	-4	8	11	0	4
36	N/C(=N\OC(=O)CCCCCN1C(=O)c2ccccc2C1=O)c1ccccc1	-9	0	8	-2	1	-15	-15	-40	2	11	-24
37	Cc1csc(NC(=O)C2CCCN2C(=O)OCC(C)C)n1 (stereo unspecified)	-7	-2	16	0	-5	6	-1	-9	1	7	-9
38	Clc1cccc(N2CCN(c3nnnn3-c3ccccc3)CC2)c1	-20	-4	-5	3	10	-20	4	13	-6	6	7
39	Cc1ccc(Cl)c(OCCN2CCc3ccccc3C2)c1	-14	-1	-4	-2	2	15	12	5	5	-5	-12
40	Cc1cc(OCCn2cnc3ccccc3c2=O)cc(C(C)C)c1	-11	4	-2	-1	-5	2	-23	6	-10	0	17
41	Cc1ccc(CNC(=O)Cn2cc(C(F)(F)F)ccc2=O)cc1	7	4	9	3	1	-37	-5	13	-16	6	-1
42	CC(C)c1ccc(/C=C/C(=O)Nc2nncs2)cc1	50	-9	-23	-4	-4	-74	-126	-83	-3	37	-39
43	N#Cc1ccccc1Sc1ccccc1C(=O)OCc1nnc(-c2ccccc2)o1	40	1	-11	3	1	-6	-1	-4	-1	11	2
44	Cc1ccc(CC(=O)Nc2ccc(S(=O)(=O)N3CCOCC3)cc2)cc1C	-8	-2	-3	-2	-13	7	4	10	3	-15	30
45	COc1ccc(-c2nc(C#N)c(N3CCC(C(N)=O)CC3)o2)cc1	-11	7	-3	-6	1	-8	22	-19	2	7	-21
46	O=C(O)c1ccccc1NS(=O)(=O)c1cccc2nsnc12	6	-3	25	-3	6	14	20	8	4	14	-1
47	CCOc1ccc(CNC(=O)CCC(=O)n2nc(C)c3ccccc32)cc1	21	4	9	5	-5	-2	-15	5	-6	13	16
48	Cc1ccc(OCC(=O)N/N=C/c2c[nH]c3ccccc23)c([N+](=O)[O-])c1	-1	-14	4	2	1	-15	2	12	-3	-25	-22

3 consecutive entries from above, quoted:
cpd	SMILES	TWEAK Fn14 block	NOD2-RIPK2 inh	NR2F2 inh	Exocytosis inh	ABHD5-PLIN5 inh	SRC1 inh	NR5A2 inv ag	NCOA3 inh	TLR9-MyD88 inh	TROY NFkB inh	SRC2 inh
37	Cc1csc(NC(=O)C2CCCN2C(=O)OCC(C)C)n1 (stereo unspecified)	-7	-2	16	0	-5	6	-1	-9	1	7	-9
38	Clc1cccc(N2CCN(c3nnnn3-c3ccccc3)CC2)c1	-20	-4	-5	3	10	-20	4	13	-6	6	7
39	Cc1ccc(Cl)c(OCCN2CCc3ccccc3C2)c1	-14	-1	-4	-2	2	15	12	5	5	-5	-12

Back to the main list with the 2 entries that preceded the break.
cpd	SMILES	TWEAK Fn14 block	NOD2-RIPK2 inh	NR2F2 inh	Exocytosis inh	ABHD5-PLIN5 inh	SRC1 inh	NR5A2 inv ag	NCOA3 inh	TLR9-MyD88 inh	TROY NFkB inh	SRC2 inh
47	CCOc1ccc(CNC(=O)CCC(=O)n2nc(C)c3ccccc32)cc1	21	4	9	5	-5	-2	-15	5	-6	13	16
48	Cc1ccc(OCC(=O)N/N=C/c2c[nH]c3ccccc23)c([N+](=O)[O-])c1	-1	-14	4	2	1	-15	2	12	-3	-25	-22
49	O=S1(=O)CC(N2CCCC2)CN1CCc1ccccc1 (stereo unspecified)	29	-6	3	-7	6	4	7	18	.	1	-8
50	Cc1ccccc1C(=O)NCCNC(=O)c1ccccn1	-6	-4	6	-6	-4	-8	-12	9	1	2	-43
51	CN(C(=O)CCS(=O)(=O)c1ccc2c(c1)oc(=O)n2C)C1CCCCC1	31	0	-16	-1	4	-1	12	8	-9	-1	-2
52	CCOC(=O)C1CCCN(C2=NC(=O)/C(=C/c3ccc(OC)cc3OC)S2)C1 (stereo unspecified)	3	-5	-4	0	5	8	21	13	4	8	-30
53	O=[N+]([O-])c1ccc(/C=N/NC(=S)Nc2ccccc2F)o1	-3	-1	-14	-2	-5	-13	34	-8	3	-45	-38
